CHO parental Ca = signal in parental CHO cells, OX1R antagonist counter-screen; parental CHO-K1, ATP-induced calcium, Fluo-8 fluorescence; 0.63% of 330,000 active; inhibition, % at 5.6 µM;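 active = inhibition above that plate's mean sample inhibition plus 3 SD, cut at about 26% in these data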;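 note: 0% = ATP-challenged DMSO wells and 100% = DMSO wells without ATP; some compounds past the cut are filed as inactive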
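Assay system: untransfected parental CHO cell line. Also added: ATP agonist challenge. Dosing: one dose, 5.6 µM nominal. Measured by: Fluo-8 fluorescence. Read-out: % inhibition. Benchmarks: ATP wells versus no-ATP DMSO wells. Repeats: no replicates.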
OXTR potentiator = potentiates the human oxytocin receptor response. P30559. CHO-OTR cells, Fluo-8 calcium fluorescence, potentiator mode; 0% = oxytocin EC15, 100% = EC100. activation, % at 3 µM. 0.061% of 320,000 active;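 active = activation above that plate's cutoff, the mean activation of tested compounds plus 3 SD, cut at about 6.6% in these data, passing the limit was not always enough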;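 note: 100% uses oxytocin at 75 nM as the full agonist control; some results filed as inactive read as strong as hits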
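System: human OTR in CHO cells / Also added: sub-maximal oxytocin, roughly EC15 / Control set: EC15 oxytocin low, 75 nM oxytocin high / Schedule: 6 min compound pre-incubation at room temperature, 100 s kinetic read / Compound: single-point 3.0 µM / Replication: singlicate / Technique: Fluo-8 calcium dye fluorescence / Read-out basis: % activation of max/min ratio relative to oxytocin controls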
CHRM1 agonist = activates human CHRM1 receptor; P11229; CHO-K1 hM1, Fluo-8 calcium fluorescence, agonist mode; 0% DMSO, 100% acetylcholine EC100; activation, % at 3 µM; 0.33% of 360,000 active; AID 588814;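 active = activation above the run's mean compound activation plus 3 SD, cut at about 16% in these data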;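 note: peak over basal fluorescence ratio within a 140 s kinetic read after compound addition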
Target sequence (P11229 whole entry, looked up): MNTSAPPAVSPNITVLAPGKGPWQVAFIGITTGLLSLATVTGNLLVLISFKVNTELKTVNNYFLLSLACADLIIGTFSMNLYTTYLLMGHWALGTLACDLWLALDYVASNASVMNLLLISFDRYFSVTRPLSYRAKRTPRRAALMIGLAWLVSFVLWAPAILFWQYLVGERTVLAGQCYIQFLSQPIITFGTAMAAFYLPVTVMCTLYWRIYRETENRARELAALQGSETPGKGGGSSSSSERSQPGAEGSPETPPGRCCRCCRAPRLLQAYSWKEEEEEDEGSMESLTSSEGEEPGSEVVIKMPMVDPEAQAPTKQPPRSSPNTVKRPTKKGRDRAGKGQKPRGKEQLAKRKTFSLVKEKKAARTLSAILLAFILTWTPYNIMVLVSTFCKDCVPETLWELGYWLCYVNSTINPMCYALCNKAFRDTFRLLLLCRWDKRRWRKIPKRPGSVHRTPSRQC
V1R ag counter = counter-screen for oxytocin receptor agonists: human V1a receptor agonists; P37288; CHO-V1R cells, Fluo-8 calcium fluorescence, agonist mode; 0% DMSO, 100% 3 nM vasopressin; activation, % at 3 µM; 0.25% of 320,000 active;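 active = activation above the mean activation of all tested compounds plus 3 SD, per screening run, cut at about 20% in these data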;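 note: signal is peak over basal fluorescence ratio across a 100 second FLIPR read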
Target sequence (P37288 whole entry, looked up): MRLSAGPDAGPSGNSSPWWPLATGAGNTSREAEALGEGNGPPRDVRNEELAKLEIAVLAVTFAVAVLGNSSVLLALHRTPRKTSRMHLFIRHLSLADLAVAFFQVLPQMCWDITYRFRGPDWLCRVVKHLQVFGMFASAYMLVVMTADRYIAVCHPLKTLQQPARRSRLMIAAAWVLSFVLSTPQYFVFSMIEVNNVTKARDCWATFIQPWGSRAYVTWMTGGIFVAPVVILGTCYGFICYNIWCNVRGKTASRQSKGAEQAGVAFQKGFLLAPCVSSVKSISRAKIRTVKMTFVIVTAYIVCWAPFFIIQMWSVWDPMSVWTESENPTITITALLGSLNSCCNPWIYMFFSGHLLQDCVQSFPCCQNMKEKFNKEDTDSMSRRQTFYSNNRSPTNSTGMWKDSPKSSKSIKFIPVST
M1 antag = human CHRM1 antagonism; P11229; CHO-K1 hM1, Fluo-8 calcium fluorescence, ACh EC80 antagonist; inhibition, % at 3 µM; 1.3% of 360,000 active;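 active = percent inhibition above its own plate's cutoff, namely the mean of that plate's compound wells plus 3 SD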;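 note: peak over basal fluorescence ratio during 140 s after agonist addition; 0% = ACh EC80 plus DMSO and 100% = DMSO alone without agonist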
OXTR agonist = activates the human oxytocin receptor. P30559. activation, % at 3 µM. CHO-OTR cells, Fluo-8 calcium fluorescence; normalized: DMSO 0%, oxytocin 100%. AID 2435. 0.32% of 320,000 active;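 active = activation above the mean of all tested compounds plus 3 SD, cutoff set per screening run, cut at about 20% in these data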;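 note: peak over basal fluorescence ratio from a 100 s FLIPR kinetic read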
TAAR1 agonist = human TAAR1 agonism; Q96RJ0; activation, % at 3 µM; AID 624467; 0.99% of 360,000 active; CHO RD-HGA16 TAAR1, Fluo-8 calcium fluorescence; vehicle wells 0%, saturating PEA agonist 100%;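 active = activation above the mean activation of all test compounds in the run plus 3 SD, cut at about 38% in these data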
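Test system: RD-HGA16 (CHO) cells co-expressing Gα16 and hTAAR1; dosing: one-point dosing at 3 µM (nominal); timing: 17-24 h seeding, 75 min 37 °C dye, 30 min RT; signal: kinetic Fluo-8 calcium fluorescence; read-out basis: % activation relative to PEA EC100 response; controls: DMSO and PEA EC100; replicates: n 1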
CHRM1 PAM = potentiates human M1 receptor response to acetylcholine; CHO-K1 hM1, Fluo-8 calcium fluorescence, ACh EC20; 0% = ACh EC20, 100% = maximal ACh; 0.088% of 360,000 active; P11229; AID 588819; activation, % at 3 µM; in the data active = activation above about 19%, passing the limit was not always enough
TAAR1 antag = antagonists of human TAAR1. Q96RJ0. CHO RD-HGA16 TAAR1, Fluo-8 calcium fluorescence, antagonist. inhibition, % at 3 µM. 1.5% of 360,000 active. AID 624466;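 active = inhibition above a per-plate cutoff, the mean inhibition of test compounds on that plate plus 3 SD, cut at about 49% in these data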;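 note: 0% = DMSO plus EC80 beta-PEA response and 100% = DMSO alone without agonist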
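System: RD-HGA16 CHO cells with stable hTAAR1 and Gα16 | Probe or stimulus: EC80 β-phenethylamine stimulus | Dosing: 3 µM, single point | Times: Dye loading 75 min at 37 °C, then 30 min room temperature | Measured by: Fluo-8 calcium-sensitive fluorescence | Read-out basis: % inhibition of agonist calcium response | Replicates: n of 1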
Starred values were filed as active, the others as inactive; . = not tested or not shown.

SMILES | CHO parental Ca | OXTR potentiator | CHRM1 agonist | V1R ag counter | M1 antag | OXTR agonist | TAAR1 agonist | CHRM1 PAM | TAAR1 antag
CS(=O)(=O)c1ccc(Cl)c(NC(=O)c2ccc3ccccc3c2)c1 | -9 | -2 | -5 | 1.1 | -5 | 0.2 | 3 | 9 | 10
CCCCOCCCNC(=O)N[C@H](C(=O)OC)C(C)CC (stereo not given in full) | -6 | 1 | -1 | 0.4 | -21 | 1.0 | 0 | 12 | 0
COc1ccc(-c2cc(-c3c(O)c(OC)c4occc4c3OC)[nH]n2)cc1OC | -18 | -9 | -4 | -1.0 | -3 | -1.1 | -2 | 7 | 5
CC(c1ccon1)N(C)C(=O)CCc1nnc(C2(c3ccc(Cl)cc3)CCC2)o1 (stereo not given) | 0 | 3 | -3 | -0.2 | -12 | -0.4 | 6 | 8 | 12
COc1ccccc1NC(=O)CCCCCN1C(=O)c2cccc([N+](=O)[O-])c2C1=O | -12 | -1 | -3 | -0.8 | -14 | -1.7 | 3 | 6 | -15
O=C(Oc1ccc2ccccc2c1)c1ccco1 | -9 | -6 | -3 | 0.5 | -4 | -1.9 | 4 | 5 | -24
CC(C)Sc1nc2sc3c(c2c2nnc(SCC(=O)NCc4ccco4)n12)CCCC3 | -10 | -4 | -5 | -0.8 | -14 | -0.1 | 4 | 4 | 4
CCOc1ccc(NC(=S)Nc2ccc3nsnc3c2)cc1 | -12 | -14 | -10 | 6.1 | -3 | 8.9 | 10 | -4 | 10
C/C(N)=C(/C#N)C(=O)CSc1nnc(-c2ccccc2)n1C | -3 | -2 | -3 | 1.9 | -6 | -0.2 | 1 | 3 | -9
CN(c1cccc(Cl)c1)S(=O)(=O)c1cccc(C(=O)NCc2ccncc2)c1 | -21 | -13 | -2 | 8.3 | 10 | 15 | 4 | -2 | 25
COc1cc(-c2noc(C)c2C(=O)NCCCN2CCOCC2)cc(OC)c1OC | -3 | 5 | -2 | 0.4 | -5 | 1.0 | 1 | 5 | 1
Cc1c(NC(=S)N/N=C/C=C/c2ccc([N+](=O)[O-])cc2)c(=O)n(-c2ccccc2)n1C | -16 | 0 | -13 | 0.1 | 6 | 0.4 | 5 | -2 | -3
O=C(Oc1cccnc1)c1ccc([N+](=O)[O-])cc1 | -9 | -11 | -5 | 0.3 | -9 | -0.8 | 5 | 14 | -19
O=C1OC(O)c2cccc3cccc1c23 (stereo not given) | . | . | 0 | . | 11 | . | 0 | -6 | -6
Cc1cccc(NS(=O)(=O)c2ccc(-c3cnc(C4CC4)o3)cc2)c1C | 3 | -11 | 3 | 4.0 | -5 | 1.1 | 1 | 1 | -2
O=C1CCCN1CCCNC(=S)Nc1ccc(Nc2ccccc2)cc1 | -7 | -3 | 0 | 3.5 | -5 | 0.4 | 6 | 1 | 4
N/C(=N\OC(=O)c1cccc(Br)c1)c1ccncc1 | -3 | -9 | -6 | 0.8 | -2 | -0.9 | 4 | 3 | 9
COc1ccc(CNC(=S)Nc2ccc(F)c(Cl)c2)cc1OC | 23 | -35 | 1 | 15 | 2 | 13 | 21 | -3 | 6
O=C(CN1CCC(n2nnc3cc(F)ccc32)CC1)Nc1ccccc1N1CCOCC1 | -29 | -6 | -5 | -1.0 | 12 | -1.1 | 8 | -4 | 4
Clc1ccc(OCCn2cnc3ccccc32)cc1 | -12 | -11 | -3 | 3.1 | 1 | 1.3 | 5 | 2 | -4
Cc1cc(C)c2cc3c(N)c(C(=O)N4CCOCC4)sc3nc2c1 | -31 | 0 | -8 | -1.6 | -7 | -1.9 | -1 | 10 | -10
O=C(COc1ccccc1)NC(=S)Nc1ccc2c3c(cccc13)CC2 | -9 | -2 | 0 | 1.5 | -15 | 0.6 | 9 | 11 | 5
CNC(=O)c1ccc(CNC(=O)OCc2ccccc2)cc1 | -7 | -8 | -1 | 0.7 | -4 | 2.2 | 2 | 3 | 5
COCCCNC(=O)C(=O)NCC1CCCN1S(=O)(=O)c1cccs1 (stereo not given) | -23 | 0 | -3 | 0.0 | -12 | 0.2 | 0 | 10 | 10
Cc1ccc(S(=O)(=O)Nc2cc(-c3ccc(Cl)cc3)nn2C)cc1 | -21 | -3 | -5 | 0.0 | -11 | -1.1 | -1 | 3 | -21
SMILES | CHO parental Ca | OXTR potentiator | CHRM1 agonist | V1R ag counter | M1 antag | OXTR agonist | TAAR1 agonist | CHRM1 PAM | TAAR1 antag
CC(C)(C)NC(=O)CN(C(=O)CNC(=O)c1cccs1)c1ccc2c(c1)OCCO2 | -2 | -7 | -2 | 0.2 | -14 | 1.0 | 4 | 6 | 17
CC1=NN(C(=O)Cn2nc([N+](=O)[O-])cc2C)C(O)(C(F)(F)F)C1 (stereo not given) | -3 | -7 | -5 | -0.1 | 0 | -0.4 | 1 | 1 | 6
CC(=O)c1c(C)[nH]c(C(=O)NCCCN2CCCC2)c1C | -8 | -1 | -5 | 1.0 | -16 | 3.0 | 5 | 5 | 5
S=C1NC2(CCCCC2)Cc2ccccc21 | -3 | 2 | -6 | -0.1 | -2 | -1.8 | 2 | 11 | 5
O=C1CC(N2CCN(S(=O)(=O)c3ccccc3)CC2)C(=O)N1c1ccccc1 (stereo not given) | -6 | -1 | -1 | 0.7 | -3 | 0.8 | 1 | 6 | -18
O=C1Nc2c(c(=O)[nH]c(=O)n2-c2ccc(F)cc2)C1(NS(=O)(=O)c1ccccc1)C(F)(F)F (stereo not given) | -2 | -5 | -3 | 1.1 | 1 | 1.1 | -5 | 4 | -10
CN1CC(c2ccccc2)Oc2ccccc2C1=S (stereo not given) | -9 | 2 | -4 | -0.6 | 4 | -1.6 | 3 | 4 | -7
Cc1cccc(NC(=O)c2ccc(OCc3c(C)noc3C)cc2)c1C | -14 | -5 | -3 | 1.4 | -7 | 1.9 | 2 | 14 | -24
CN(C)S(=O)(=O)c1ccc(NC(=O)CSc2ncnc3ccccc23)cc1 | -5 | -6 | -5 | 0.6 | -5 | 0.7 | 5 | 6 | -6
COC(=O)[C@H](CC(C)C)NC(=O)NC1CCCCC1C (stereo not given in full) | 3 | -10 | -3 | 0.3 | -8 | -0.1 | 8 | 5 | 19
Cc1nc2cc(NC(=O)c3ccc(Cl)cc3)ccc2n1C | -1 | 3 | -5 | 0.0 | 18 | 0.0 | 0 | -9 | -18
CCOC(=O)N/N=C\c1ccc(C)s1 | 0 | 0 | -6 | -0.3 | -8 | 0.2 | 0 | 5 | -6
Cc1nc2ccc(NC(=O)c3ccc(=O)[nH]c3)cc2s1 | -11 | -9 | -9 | -0.3 | -6 | 1.9 | 1 | 7 | -3
COc1ccc(-c2[nH]ncc2CNCc2cc(C)n(C)n2)c(F)c1 | -4 | -4 | -3 | -0.3 | 19 | 0.7 | 1 | -5 | 2
COc1cccc(C(=O)CC(=O)C(=O)Nc2cc(OC)c(OC)c(OC)c2)c1 | -6 | -12 | . | 0.5 | . | -0.5 | . | . | .
O=C(Nc1ccc(-c2noc(CCc3ccccc3)n2)cc1)c1cccnc1 | 9 | -18 | 1 | 7.7 | 26* | 6.9 | 24 | -13 | 69*
FC(F)(F)c1cccc(CNC(=S)Nc2ccccc2)c1 | -4 | -19 | 0 | 6.5 | -3 | 1.4 | 6 | -2 | 7
O=C1NC(=O)/C(=C/c2ccccn2)S1 | -10 | -1 | -4 | -1.1 | 1 | 1.0 | 1 | 3 | -27
CC(C)[C@H](NC(=O)OCc1ccccc1)C(=O)N[C@@H](Cc1c[nH]c2ccccc12)C(=O)O | -13 | 3 | -3 | -0.8 | 8 | -0.1 | 15 | 4 | 7
O=C(C1CCCO1)N1CCN(S(=O)(=O)c2ccc(Br)cc2)CC1 (stereo not given) | -7 | -5 | -1 | 1.8 | 7 | -1.1 | 4 | 1 | -22
C=CCN1C(=O)C(CC(=O)Nc2ccc(C)cc2)SC1=Nc1c(C)n(C)n(-c2ccccc2)c1=O (stereo not given) | -3 | -4 | -3 | 0.3 | -1 | -0.7 | 9 | 2 | -5
CCOC(=O)Cc1csc(NC(=O)CSc2nnc(C(C)C)n2CC)n1 | -8 | -3 | -3 | 0.1 | 4 | -0.8 | 10 | -2 | 6
O=C(N[C@@H]1C/C=C\C[C@H](CC(=O)N(CCO)Cc2ccccc2)C(=O)N[C@@H](Cc2ccccc2)COC1=O)OCC1c2ccccc2-c2ccccc21 | -18 | -5 | -5 | 2.3 | -10 | 1.8 | 5 | 9 | 7
C=CCNC(=O)c1ccccc1NC(=O)C1CCN(S(=O)(=O)c2ccc(SC)cc2)CC1 | -8 | -11 | -5 | 1.7 | -3 | 2.3 | -1 | 9 | 0
OC(c1ccccc1)c1ncc(-c2ccccc2Cl)[nH]1 (stereo not given) | . | . | -5 | . | -13 | . | 2 | 10 | -4

By substructure: the compounds so far with bromine (2)
SMILES | CHO parental Ca | OXTR potentiator | CHRM1 agonist | V1R ag counter | M1 antag | OXTR agonist | TAAR1 agonist | CHRM1 PAM | TAAR1 antag
N/C(=N\OC(=O)c1cccc(Br)c1)c1ccncc1 | -3 | -9 | -6 | 0.8 | -2 | -0.9 | 4 | 3 | 9
O=C(C1CCCO1)N1CCN(S(=O)(=O)c2ccc(Br)cc2)CC1 (stereo not given) | -7 | -5 | -1 | 1.8 | 7 | -1.1 | 4 | 1 | -22

Next results follow.
SMILES | CHO parental Ca | OXTR potentiator | CHRM1 agonist | V1R ag counter | M1 antag | OXTR agonist | TAAR1 agonist | CHRM1 PAM | TAAR1 antag
Cc1onc(-c2ccccc2Cl)c1C(=O)Oc1cc(N)n(S(=O)(=O)c2ccc(F)cc2)n1 | 1 | -7 | -2 | 0.7 | -20 | 0.4 | 5 | 5 | 14
COc1cc(C(=O)Nn2c(O)c(C3=c4ccccc4=NC3=O)sc2=S)ccc1O | -10 | -4 | -4 | 0.2 | 11 | -0.8 | 0 | 1 | -10
CCCN1CCN(C(=O)c2c(Cl)cnn2C)CC1 | 4 | 0 | -5 | 1.1 | -11 | 0.5 | 1 | 1 | 12
Cc1cccc(-n2c(SCCC(=O)O)nnc2-c2cccs2)c1C | -17 | 1 | -4 | -0.2 | -13 | 0.4 | 13 | 12 | -2
Cc1sc(NC(=O)CSc2nnc(CCNC(=O)c3cccs3)n2C)nc1-c1ccccc1 | -30 | -8 | -6 | -1.0 | -3 | -2.0 | 7 | -3 | 9
Cc1ccc(N2CC(=O)N(NC(=O)Nc3ccc(Cl)c(Cl)c3)CC2=O)cc1 | -15 | -5 | -2 | -0.4 | -9 | -0.6 | 16 | 6 | 4
